GLP1R ag – qHTS of GLP-1 Receptor Agonists. Glucagon-like peptide 1 receptor (Homo sapiens), P43220. HEK293 GLP-1R CRE-luciferase, luminescence, 4-6 h; cells express a hypersensitive GLP-1R form. Potency, µM (doses to about 45.6 µM), without a hit: top-dose activation, most hits filed as activators. 0.007% of 380,000 active. AID 624172, 2012; further: potency means the concentration at half of the fitted maximal effect; % of control where 0% means no effect
Target sequence (P43220 whole entry, looked up): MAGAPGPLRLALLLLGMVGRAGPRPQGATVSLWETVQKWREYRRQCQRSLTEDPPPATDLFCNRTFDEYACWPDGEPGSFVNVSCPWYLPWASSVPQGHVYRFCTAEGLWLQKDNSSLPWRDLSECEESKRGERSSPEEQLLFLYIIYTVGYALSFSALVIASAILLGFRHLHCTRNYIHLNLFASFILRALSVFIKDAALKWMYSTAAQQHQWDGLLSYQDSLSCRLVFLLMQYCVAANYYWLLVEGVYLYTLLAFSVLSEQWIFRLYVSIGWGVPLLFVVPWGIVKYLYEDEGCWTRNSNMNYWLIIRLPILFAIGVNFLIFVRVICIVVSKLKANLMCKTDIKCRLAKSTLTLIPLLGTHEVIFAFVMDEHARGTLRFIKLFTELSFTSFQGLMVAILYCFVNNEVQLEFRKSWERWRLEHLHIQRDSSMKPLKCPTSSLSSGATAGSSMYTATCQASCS
KB-V1 cytotox – qHTS assay for MDR1-selective chemotherapeutics: Primary screen using the drug-selected MDR subline cells KB-V1; KB-V1 MDR cells viability, CellTiter-Glo, 72 h; Potency, µM (top dose mostly 46.1 µM), for inactives: at the top dose activity change, negative = cytotoxicity, actives largely listed as cytotoxic; 3.4% of 400,000 active; further: potency means the concentration at half of the fitted maximal effect; on the % scale 0 is the no-effect control and ±100 the full control effect; nearly all actives have a fitted effect of over 60% in size
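Potencies derive from concentration-effect curves fitted to normalized luminescence (CellTiter-Glo) of KB-V1 cells treated for 72 h at 37 degrees C in phenol-red-free DMEM containing 10% FBS.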
GLP1R inv ag – qHTS of GLP-1 Receptor Inverse Agonists (Inhibition Mode). Glucagon-like peptide 1 receptor (Homo sapiens), P43220. 1.6% of 410,000 active. HEK293 GLP-1R CRE-luciferase, luminescence, 24 h; GLP-1R form is constitutively active. AID 624417, 2012. Potency, µM (series often up to 38.3 µM), for inactives: top-dose activity change, negative = inhibition, usual class: inhibitors; further: potency means the concentration at half of the fitted maximal effect; on the % scale 0 is the no-effect control and ±100 the full control effect; nearly all actives have a fitted effect of over 55% in size
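Inverse agonism was detected as reduced cAMP-driven luciferase luminescence after 24 h compound treatment. The cells were HEK293 clones expressing constitutively active human GLP-1R with the reporter. Reporter-only and GPR119 cell lines served as counterscreen controls.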
aSyn yeast inh – qHTS of alpha-syn Inhibitors; 0.14% of 370,000 active; Potency, µM (top dose mostly 46.1 µM), for the others: at the highest dose growth rescue (activation), actives largely listed as activators; AID 652106, 2013; Yeast expressing alpha-synuclein, growth rescue, BacTiter-Glo, 24 h; further: potency means the concentration at half of the fitted maximal effect; % of control where 0% means no effect; nearly all actives have a fitted effect of over 65% in size
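Screening used galactose-induced yeast with toxic alpha-synuclein levels, exposed to compound for 24 hr at 30 deg C. Cell growth, read with BacTiter-Glo luminescence, gave the measured signal.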
PTHR1 ag – qHTS for PTHR1 Agonists: Primary Screen; Potency, µM (series often up to 115 µM), for inactives: at the top dose activation, hits mostly activators; 0.075% of 410,000 active; AID 743266, 2014; HEK293 GP2 PTHR1 cells, GloSensor cAMP luminescence, 1 h; further: potency means the concentration at half of the fitted maximal effect; nearly all actives have a fitted effect of over 55% in size; some results filed as inactive show a strong effect at the top dose; inactives centre near -15; many of its hits are not listed in these tables
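HEK-293-derived GP2 cells expressing PTHR1 and a GloSensor cAMP reporter, 3,000/well, plated overnight, given luciferin plus IBMX (each 0.5 mM as added) for 1 h at 37 °C, then compound for 1 h at 37 °C. Luminescence was read after 15 min at room temperature.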
D3 ag – qHTS of D3 Dopamine Receptor Agonist: qHTS; D(3) dopamine receptor (Homo sapiens), P35462; D3R DiscoveRx beta-arrestin cells, luminescence, 90 min; max activation, %; 0.58% of 410,000 active; in the data active means max activation above about 30%; further: 0% is about no effect; mostly tested at two doses, the higher about 12 µM
Target sequence (P35462 whole entry, looked up): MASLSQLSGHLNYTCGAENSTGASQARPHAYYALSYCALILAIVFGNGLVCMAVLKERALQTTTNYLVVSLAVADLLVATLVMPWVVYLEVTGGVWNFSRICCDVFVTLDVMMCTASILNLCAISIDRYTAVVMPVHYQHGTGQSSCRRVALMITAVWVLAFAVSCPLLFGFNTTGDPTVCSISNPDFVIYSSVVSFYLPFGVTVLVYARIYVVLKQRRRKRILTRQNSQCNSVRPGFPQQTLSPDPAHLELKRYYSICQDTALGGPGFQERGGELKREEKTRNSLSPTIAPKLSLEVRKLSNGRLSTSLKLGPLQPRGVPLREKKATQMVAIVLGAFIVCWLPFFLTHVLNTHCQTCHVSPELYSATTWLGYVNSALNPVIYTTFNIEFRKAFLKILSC
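Agonist-mode cell screen: cells plated at 1500/well and incubated overnight at 37 °C, then exposed to library compounds for 90 min at 37 °C. Detection reagent was added for 30–60 min at room temperature, and luminescence was read.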
TDP-43 yeast inh – qHTS of TDP-43 Inhibitors; TDP-43 expressing yeast growth rescue, BacTiter-Glo, 24 h; Potency, µM (doses to about 46.1 µM), inactives show at the highest dose growth rescue (activation), actives largely listed as activators; 1.8% of 410,000 active; AID 652104, 2013; further: potency means the concentration at half of the fitted maximal effect; % of control where 0% means no effect; nearly all actives have a fitted effect of over 50% in size
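Luminescence from BacTiter-Glo reports growth of TDP-43-expressing yeast after 24 hr at 30 deg C with compound. Cells were raffinose-pregrown to mid-log, then seeded in galactose medium at OD600=0.02.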
HEK293 tox – qHTS of GLP-1 Receptor Inverse Agonists: Cytotox Screen. HEK293 cAMP-luciferase reporter cells, luminescence, 24 h. Potency, µM (titrated, usually from 38.3 µM), for the others: at the highest dose activity change, negative = inhibition, usual class: inhibitors. 0.13% of 410,000 active. AID 624418, 2012;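 further: loss of luciferase light is scored as toxicity; potency means the concentration at half of the fitted maximal effect; on the % scale 0 is the no-effect control and ±100 the full control effect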
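MLSMR compounds, 24 hr on cells at 37 deg C/5% CO2; luminescence after luciferase reagent (12 min RT). Inhibition counted as the undesired cytotoxic outcome.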
D3 antag – qHTS of D3 Dopamine Receptor Antagonist: qHTS. D3R cells, DiscoveRx beta-arrestin luminescence, antagonist mode; hits give low values. max response, negative = inhibition, %. 2.5% of 360,000 active; in the data active means max response below about -50%; inconclusive means no clear call, values can overlap the other calls; further: on the % scale 0 is the no-effect control and ±100 the full control effect; mostly tested at two doses, the higher about 12 µM
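Cells plated overnight at 1500 cells/well, then exposed to library compounds with dopamine controls for 90 minutes at 37 degrees C. DiscoveRx reagent added for 30–60 minutes at room temperature; luminescence read, quantitative HTS format.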
The depositor's hits bear a star; i = inactive; ? = inconclusive; / = no result given; [ ] = remark or other dose. Unless noted, the call rests on the fitted dose curve; in most records, active means well fitted curve in the direction sought with a large enough effect; inconclusive means small, poorly fitted or top-dose-only effect, or another doubt; inactive means no such curve, though single readings can be large; an effect the other way counts as inactive or inconclusive. This is a subset, so the mix of outcomes need not match the whole.

| no. | smiles | GLP1R ag | KB-V1 cytotox | GLP1R inv ag | aSyn yeast inh | PTHR1 ag | D3 ag | TDP-43 yeast inh | HEK293 tox | D3 antag |
| --- | --- | --- | --- | --- | --- | --- | --- | --- | --- | --- |
| 1 | Cc1nnc(N)nc1C | -2% | 0% | 5% | 1% | i | 3 | 17% | 20% | 0 |
| 2 | Cc1csc2nc(CNS(=O)(=O)c3ccc(-c4ccccc4)cc3)cn12 | 13% | ? | -12% | -1% | -45%[inhibitor] | 4 | 13% | 2% | -18 |
| 3 | COC(=O)c1cc(C(=O)OCC(=O)Nc2ccccc2OC(F)F)cc([N+](=O)[O-])c1 | 11% | 1% | 29% | 15% | i | 2 | 22µM* | 5% | -8 |
| 4 | C=CCNC(=S)N1CCOCC1 | -9% | -15% | 0% | -7% | -6% | 2 | 15% | -5% | -6 |
| 5 | CCOc1ccc2c(c1)C(=NNC(=O)c1ccncc1)c1cc(OCC)ccc1-2 | 7% | ? | 4% | -8% | -4% | -2 | 1% | ? | 1 |
| 6 | CCNC(=O)C(CC(C)C)NC(=O)C(CO)NC(=O)C1CCC(=O)N1 (stereo not given) | -2% | -16% | -15% | 1% | -22% | -5 | -13% | 4% | -2 |
| 7 | CCNC(=O)CC1C(=O)N(c2ccc(F)cc2)C(=O)N1CCC(C)C (stereo not given) | -4% | 8% | -3% | -3% | i | -23 | -22% | 0% | -11 |
| 8 | CSc1nc2c(c(=O)[nH]1)C(c1ccc(C(F)(F)F)cc1)CC(=O)N2 (stereo not given) | 0% | 18% | 3% | 0% | -4% | -5 | -14% | 8% | 3 |
| 9 | C=C(C)CSc1nc2c(c(=O)[nH]c(=O)n2C)n1Cc1ccccc1 | ? | -12% | -12% | -3% | i | -2 | 7% | 5% | ? |
| 10 | COc1ccc(N2CCN(Cc3nnc(-c4ccc5c(c4)OCO5)o3)CC2)cc1 | / | ? | 4% | / | 0% | 4 | 23% | -2% | / |
| 11 | COc1ccc(OC)c(S(=O)(=O)NC2CCN(Cc3ccccc3)CC2)c1 | -1% | ? | -19% | 7% | -8% | -15 | -11% | -3% | -15 |
| 12 | Cc1c(C(=O)Nc2cccc(S(=O)(=O)N3CCCC3)c2)oc2ccccc12 | 21% | -17% | -18% | -2% | -2% | 3 | 4% | -6% | 4 |
| 13 | Cc1cc(C(=O)N(C)Cc2ccc(Br)cc2)no1 | 4% | -2% | -26% | -1% | i | -1 | 12% | 16% | ? |
| 14 | CN(C)c1cccc(C(=O)N/C=C/n2cnc3cc(C(F)(F)F)ccc32)c1 | -4% | -7% | 3% | 4% | i | -4 | 19% | 2% | 3 |
| 15 | Cc1ccc(OCC(=O)N2CCCCC2)c(Br)c1 | ? | -5% | 0% | 6% | -5% | 6 | 8% | 2% | 14 |
| 16 | CN1CCCc2cc(C=O)ccc21 | -6% | 9% | -1% | 0% | i | 1 | 10% | -15% | 2 |
| 17 | COc1ccc(-c2ccc3c(N)c(C(=O)NCc4ccc(C)cc4)sc3n2)cc1 | 0% | -21% | 30%[activator] | / | -17% | 3 | 3% | 28% | / |
| 18 | CCOC(=O)c1ccccc1NC(=S)N1CCC(C)CC1 | 2% | 1% | ? | 1% | -6% | 2 | 11µM* | 21% | 24 |
| 19 | CCCn1cc([C@@H]2C[C@H]3CN(Cc4cccc(Cl)c4)C(=O)[C@]34CCCN24)c(C)n1 | 8% | 9% | -11% | -8% | -21% | -2 | -3% | 2% | -12 |
| 20 | CCN(CC(O)c1cccc(O)c1)C(=O)C12CC3CC(CC(C3)C1)C2 (stereo not given) | 13µM* | 18% | ? | 9% | i | -1 | ? | 0% | -78* |
| 21 | CC(=O)Nc1ccccc1C(=O)N1CC(C)OC(C)C1 (stereo not given) | -2% | 18% | 0% | 0% | i | 0 | -10% | 13% | -1 |
| 22 | O=C1c2cccnc2C(=O)N1Cc1ccc(S(=O)(=O)N2CCN(c3ccccc3)CC2)cc1 | 2% | ? | -2% | 6% | i | 5 | 5% | -5% | 3 |
| 23 | Cc1ccc(N2CCN(S(=O)(=O)c3ccc(Cl)c4ccccc34)CC2)c(C)c1 | 1% | -16% | 5% | 1% | i | 0 | 19% | 5% | / |
| 24 | COC(=O)C1(Cc2ccc(O)cc2)OC(=O)C(O)=C1c1ccc(O)cc1 (stereo not given) | -4% | -6% | 0% | -7% | -43%[inhibitor] | -4 | 20% | -14% | -14 |
| 25 | CCOC(=O)c1cc(-c2ccccc2)n(CC(=O)N2CCCC2)c1C | 6% | -9% | -2% | -12% | i | 5 | 11% | -11% | 74 |

Sorted by length of the SMILES (rising): part of the list above.
| no. | smiles | GLP1R ag | KB-V1 cytotox | GLP1R inv ag | aSyn yeast inh | PTHR1 ag | D3 ag | TDP-43 yeast inh | HEK293 tox | D3 antag |
| --- | --- | --- | --- | --- | --- | --- | --- | --- | --- | --- |
| 4 | C=CCNC(=S)N1CCOCC1 | -9% | -15% | 0% | -7% | -6% | 2 | 15% | -5% | -6 |
| 16 | CN1CCCc2cc(C=O)ccc21 | -6% | 9% | -1% | 0% | i | 1 | 10% | -15% | 2 |
| 15 | Cc1ccc(OCC(=O)N2CCCCC2)c(Br)c1 | ? | -5% | 0% | 6% | -5% | 6 | 8% | 2% | 14 |
| 18 | CCOC(=O)c1ccccc1NC(=S)N1CCC(C)CC1 | 2% | 1% | ? | 1% | -6% | 2 | 11µM* | 21% | 24 |
| 25 | CCOC(=O)c1cc(-c2ccccc2)n(CC(=O)N2CCCC2)c1C | 6% | -9% | -2% | -12% | i | 5 | 11% | -11% | 74 |
| 11 | COc1ccc(OC)c(S(=O)(=O)NC2CCN(Cc3ccccc3)CC2)c1 | -1% | ? | -19% | 7% | -8% | -15 | -11% | -3% | -15 |

Remaining list, next part.
| no. | smiles | GLP1R ag | KB-V1 cytotox | GLP1R inv ag | aSyn yeast inh | PTHR1 ag | D3 ag | TDP-43 yeast inh | HEK293 tox | D3 antag |
| --- | --- | --- | --- | --- | --- | --- | --- | --- | --- | --- |
| 26 | CC(C)C[C@H](NC(=O)c1[nH]cnc1C(=O)Nc1ccc(CNC(=O)OC(C)(C)C)cc1)C(=O)OCc1ccccc1 | -2% | ? | ? | 0% | i | -16 | -2% | 0% | 26 |
| 27 | COc1cc(SC)ccc1C(=O)N1CCCCCC1 | 0% | 0% | 4% | 4% | 17% | -9 | 0% | 7% | 20 |
| 28 | CC1CC2(NC(=O)NC2=O)C(C)CN1C (stereo not given) | -14% | 5% | 18% | 4% | i | 9 | 1% | 3% | -3 |
| 29 | CCC(=O)N(C)C[C@H]1Oc2ncc(C#Cc3ccncc3)cc2C(=O)N([C@@H](C)CO)C[C@@H]1C | -8% | -9% | 14% | -5% | i | 3 | 0% | 2% | 14 |
| 30 | Cn1cc(-c2cccc(C(F)(F)F)c2)cc(C#N)c1=O | 6% | 0% | 2% | 0% | -17% | 0 | 13% | 8% | 9 |
| 31 | O=C(COC(=O)COc1ccccc1F)Nc1cccc(S(=O)(=O)N2CCCCC2)c1 | -12% | -7% | -3% | -5% | -17% | -3 | 2% | 3% | ? |
| 32 | COc1cc(NC(=O)CN2C(=O)NC(C)(c3ccc(OC(F)F)cc3)C2=O)cc(OC)c1OC (stereo not given) | 13% | 8% | 3% | -3% | -5% | 8 | 2% | 6% | 2 |
| 33 | O=C(C1CCCCC1)N1CCC2CC1c1cc(N3CCCCC3)ccc12 (stereo not given) | 1% | 1% | -25% | -1% | -32% | 6 | 0% | -5% | 13 |
| 34 | COc1cc(C2NC(=O)NC3=C2C(=O)OC3)cc(OC)c1OC (stereo not given) | 0% | -1% | 2% | 8% | ? | -5 | -5% | 7% | 10 |
| 35 | CN(c1ccccc1)S(=O)(=O)c1ccc(Cl)c(C(=O)OCC(=O)NCc2ccco2)c1 | 0% | 2% | ? | 26% | -18% | 1 | 3% | 0% | 7 |
| 36 | CC(C)C1=NN2C(=N)CC(=O)N=C2S1 | 23% | 16% | 2% | 0% | -38%[inhibitor][57.5 µM] | 5 | -10% | 0% | -63* |
| 37 | CCc1nnc(NC(=O)c2cccc(S(=O)(=O)N3CCN(c4ccccc4)CC3)c2)s1 | -4% | -15% | 6% | 2% | -21%[57.5 µM] | 0 | 6% | -1% | -26 |
| 38 | COc1cc(/C=C(/C#N)c2nc3ccccc3[nH]2)ccc1OCC(=O)Nc1ccccc1C(C)C | 6% | ? | ? | -13% | -1% | 2 | ? | 4% | 4 |
| 39 | CCCCOC(=O)c1ccc(NC(=O)c2cc(-c3cccs3)on2)cc1 | / | 9% | 6% | / | 9% | -11 | -10% | 1% | / |
| 40 | CC(C)c1ccc(NC(=O)CSC2=Nc3ccccc3C3=NC(CCC(=O)NCc4cccs4)C(=O)N23)cc1 (stereo not given) | / | -11% | -14% | / | i | 0 | 4% | 20% | / |
| 41 | O=C(CCc1nc2ccccc2c(=O)[nH]1)Nc1cccc(S(=O)(=O)N2CCCCC2)c1 | -3% | ? | -10% | 2% | -31%[inhibitor] | -5 | 14% | -3% | 2 |
| 42 | CC1(C)CCC(=O)N2CC[C@H]3C[C@H](OC(=O)Nc4ccc5c(c4)OCO5)C[C@@H]1[C@H]32 | -5% | 13% | -32% | -11% | -14% | 4 | ? | 6% | -24 |
| 43 | CCOC(=O)Cn1c(=O)n(CC2CCCO2)c2nc(-c3ccc(CC)cc3)nc(C(N)=O)c21 (stereo not given) | 2% | ? | -13% | 5% | i | -4 | 7% | 5% | / |
| 44 | Cc1cccc(-n2c(SCC(=O)N3CCCC3)nnc2-c2ccccn2)c1C | 1% | 5% | -14% | 1% | i | 1 | 25% | -7% | 11 |
| 45 | Cc1onc(-c2c(Cl)cccc2Cl)c1C(=O)Nc1ccc(N2CCOCC2)cc1 | 1% | 5% | 0% | 10% | i | -9 | ? | 8% | -13 |

High-throughput results from PubChem BioAssay.
